Assay outcomes (PubChem BioAssay)
Growth percent in the NCI-60 one-dose screen (48 h, 10 µM unless noted): 100 = growth as untreated, 0 = no growth, -100 = all killed.
NCI-H23: NCI-H23 lung cancer. 4% of 80,000 active
NCI-H522: NCI-H522 lung cancer | 8% of 78,000 active | AID 1794739
NCI/ADR-RES: NCI/ADR-RES ovarian cells; 4.4% of 81,000 active; AID 1794790
NCI-H226: NCI-H226 lung cancer; 3.5% of 79,000 active; AID 1794732
HCT-116: HCT-116 colon cancer; AID 1794798; 7.3% of 82,000 active
NCI-H460: NCI-H460 lung cancer | 6.8% of 82,000 active
HCT-15: HCT-15 colon cancer; AID 1794746; 5.2% of 82,000 active
NCI-H322M: NCI-H322M lung cancer; 2.7% of 80,000 active
COLO 205: COLO 205 colon cancer. 7.3% of 79,000 active. AID 1794742
* = called active by the depositor; nt = no result given; & = joins results of further samples. How the source made its calls: active means growth percent below 10; inactive means the rest.

cpd	Structure	NCI-H23	NCI-H522	NCI/ADR-RES	NCI-H226	HCT-116
1	COC1C(=O)CCC2(CO2)C1(O)C1(C)OC1CCC(C)C (stereo unspecified)	70	63	87	85	53
2	Oc1cc(Cl)ccc1Cc1ccc(Cl)cc1O	21	34	nt	97	42
3	C=C1C(=O)O[C@H]2[C@H]1CC/C(Cn1cc(-c3ccsc3)nn1)=C\CC[C@@]1(C)O[C@@H]21	-15*	-68*	32	7.5*	-96*
4	O=C(Nc1ccccc1)c1cc(=O)c(O)co1	95	89	100	105	94
5	CC(=O)Nc1ccc(-c2cc3c(NCc4ccc(F)cc4)ncnc3s2)cc1	77	57	69	78	81
6	CC(C)(C)c1ccc(S(=O)(=O)OCC(=O)Nc2cccc(C(=O)O)c2O)cc1	100	69	98	94	105
7	CC(CN(C)C)Oc1ccc(OC(C)CN(C)C)c2c1C(=O)c1ccccc1C2=O (stereo unspecified)	42	41	95	45	14
8	COc1cc(CNc2nnc(C)c(C)n2)ccc1O	98	92	103	104	103
9	O=c1c2cccc3c(Nc4ccc(Br)cn4)ccc(c32)c2nc3ccccc3n12	81	89	93	93	88
10	O=C1CN2NC(=O)c3ccccc3N=C2N1	112	95	111	102	108

cpd	NCI-H460	HCT-15	NCI-H322M	COLO 205
1	20	56	77	66
2	46	52	97	nt
3	41	-78*	73	-61*
4	111	96	103	120
5	77	89	83	106
6	105	111	94	130
7	17	88	nt	3.0*
8	102	99	107	110
9	87	72	78	88
10	108	98	94	112

Ordered by SMILES length (lowest first): part of the list above
cpd	Structure	NCI-H23	NCI-H522	NCI/ADR-RES	NCI-H226	HCT-116
4	O=C(Nc1ccccc1)c1cc(=O)c(O)co1	95	89	100	105	94
5	CC(=O)Nc1ccc(-c2cc3c(NCc4ccc(F)cc4)ncnc3s2)cc1	77	57	69	78	81
9	O=c1c2cccc3c(Nc4ccc(Br)cn4)ccc(c32)c2nc3ccccc3n12	81	89	93	93	88
7	CC(CN(C)C)Oc1ccc(OC(C)CN(C)C)c2c1C(=O)c1ccccc1C2=O (stereo unspecified)	42	41	95	45	14

cpd	NCI-H460	HCT-15	NCI-H322M	COLO 205
4	111	96	103	120
5	77	89	83	106
9	87	72	78	88
7	17	88	nt	3.0*

4 entries from above, as labelled records.
5	CC(=O)Nc1ccc(-c2cc3c(NCc4ccc(F)cc4)ncnc3s2)cc1
  NCI-H23: 77
  NCI-H522: 57
  NCI/ADR-RES: 69
  NCI-H226: 78
  HCT-116: 81
  NCI-H460: 77
  HCT-15: 89
  NCI-H322M: 83
  COLO 205: 106

6	CC(C)(C)c1ccc(S(=O)(=O)OCC(=O)Nc2cccc(C(=O)O)c2O)cc1
  NCI-H23: 100
  NCI-H522: 69
  NCI/ADR-RES: 98
  NCI-H226: 94
  HCT-116: 105
  NCI-H460: 105
  HCT-15: 111
  NCI-H322M: 94
  COLO 205: 130

7	CC(CN(C)C)Oc1ccc(OC(C)CN(C)C)c2c1C(=O)c1ccccc1C2=O (stereo unspecified)
  NCI-H23: 42
  NCI-H522: 41
  NCI/ADR-RES: 95
  NCI-H226: 45
  HCT-116: 14
  NCI-H460: 17
  HCT-15: 88
  NCI-H322M: nt
  COLO 205: 3.0*

8	COc1cc(CNc2nnc(C)c(C)n2)ccc1O
  NCI-H23: 98
  NCI-H522: 92
  NCI/ADR-RES: 103
  NCI-H226: 104
  HCT-116: 103
  NCI-H460: 102
  HCT-15: 99
  NCI-H322M: 107
  COLO 205: 110

(listing goes on)
cpd	Structure	NCI-H23	NCI-H522	NCI/ADR-RES	NCI-H226	HCT-116
11	C=C1C(=O)O[C@H]2[C@H]1CC/C(COC(=O)/C=C\C(=O)NCc1ccc(Cn3c(=O)sn(-c4ccccc4)c3=O)cc1)=C\CC[C@@]1(C)O[C@@H]21	92	-5.7*	111	105	34
12	COC1=NCN=C2SC=C(N)N=C12	117	106	121	97	100
13	CCCCCCCCCCCCCCCCN=Cc1ccc2c(c1)OCO2	90	95	102	98	90
14	CC(=O)COC(C)=O	92	83	99	99	95
15	c1ccc(-c2ccc3ccccc3c2)cc1	100	57	105	80	96
16	N#C/C(=C\c1ccc(O)cc1)C(N)=O	99	98	104	99	100
17	C/C(CC(C)C)=N/Nc1ccc([N+](=O)[O-])cc1[N+](=O)[O-]	95	nt	103	101	89
18	Cc1ccc(-c2nc3ccccn3c2/C=C2/C(=O)Nc3ccccc32)cc1	94	85	83	92	77
19	CN(C)c1ccc(C2Cc3ccccc3C(=O)N2c2ccccc2)cc1 (stereo unspecified)	91	71	94	97	50
20	COc1cccc2c1C(=O)c1c(O)c3c(c(O)c1C2=O)C[C@@](O)(C(=O)CO)C[C@@H]3OC1CC(OC(C)=O)C(OC(C)=O)C(C)O1 (stereo partly specified)	nt	-34*	2.5*	-73*	-80*

cpd	NCI-H460	HCT-15	NCI-H322M	COLO 205
11	97	42	107	9.2*
12	106	94	82	102
13	111	98	105	113
14	108	104	102	114
15	102	107	85	96
16	106	103	102	115
17	99	95	108	112
18	95	84	92	113
19	92	91	92	60
20	-56*	nt	-13*	-6.8*

Continued.
cpd	Structure	NCI-H23	NCI-H522	NCI/ADR-RES	NCI-H226	HCT-116
21	CCN(CC)c1ccc(/C=N/NC(=O)CSc2nc3ccccc3c(=O)n2Cc2ccc(S(N)(=O)=O)cc2)c(O)c1	40	-26*	87	31	22
22	CC(C)(c1cc(Cl)c(O)c(CN2CCOCC2)c1)c1cc(Cl)c(O)c(CN2CCOCC2)c1	89	84	78	90	83
23	C=CCOc1ccc2c(c1)CC=C1[C@@H]2CC[C@]2(C)C(=O)/C(=N/O)C[C@@H]12	95	81	83	96	67
24	O=C(c1nnc(Nc2ccc(F)cc2)o1)c1c[nH]c2ccccc12	90	103	105	90	93
25	O=C1/C(=C/c2ccc(Oc3ccnc(N4CCOCC4)n3)cc2)CC/C1=C\c1ccc(Oc2ccnc(N3CCOCC3)n2)cc1	61	50	60	58	61
26	COc1cc(C2SCC(=O)N2NC(=O)c2ccc(C)nc2)cc(OC)c1OC (stereo unspecified)	96	55	101	94	105
27	Nc1ncc(-c2ccc(NS(=O)(=O)C3CC3)cc2)[nH]1	100	97	106	97	106
28	O=C(NCCCCC(Cl)C(=O)O)c1ccccc1 (stereo unspecified)	108&106	79&101	106&106	92&99	94&104
29	CC(C(=O)NCc1cccnc1)c1ccc(Nc2ccnc(C(F)(F)F)c2)cc1 (stereo unspecified)	92	nt	102	nt	99
30	C=CCC(CCCC)(C(=O)OCC)C(=O)OCC	99	94	108	106	104

cpd	NCI-H460	HCT-15	NCI-H322M	COLO 205
21	6.8*	47	27	-2.2*
22	96	88	100	111
23	60	15	81	91
24	101	79	101	108
25	67	83	93	82
26	106	100	146	108
27	109	98	98	117
28	109&105	105&107	102&114	110&108
29	103	102	117	110
30	117	96	109	111

Later entries.
cpd	Structure	NCI-H23	NCI-H522	NCI/ADR-RES	NCI-H226	HCT-116
31	CCc1ccc(Nc2ncnc3c2c(C)nn3-c2ccc([N+](=O)[O-])cc2)cc1	96	89	97	93	100
32	C/C(=N/O)c1ccc(NC(=O)Cn2nc(-c3ccccc3)nc2N)cc1	97	70	111	96	105
33	O=C1C(Br)=CC2C1C1C3CCC3C2(Br)C12OCCO2 (stereo unspecified)	66	nt	51	60	16
34	Cc1ccc(Cc2sc3nc(=O)c4cn(C)nc4n3c2C)cc1	100	96	98	109	98
35	CCN(CC)CCC=C(c1cccs1)c1cccs1	105	93	96	102	92
36	CCC(CC)O[C@@H]1C=C(C(=O)OC)C[C@H](N)[C@H]1NC(C)=O	101	85	103	114	96
37	CCOC(=O)CO	104	97	109	100	102
38	Cc1nc2ccccc2c(=O)n1/N=C\c1ccc2c(c1)CCC2	106	106	112	110	106
39	FC(F)(F)c1cn(CC2CNC2)c2ncnc(Cl)c12	104	90	102	102	108
40	CCOC(=O)c1sc(NS(=O)(=O)c2ccccc2)nc1C	109	nt	114	106	58

cpd	NCI-H460	HCT-15	NCI-H322M	COLO 205
31	77	89	91	107
32	102	107	104	102
33	23	19	54	39
34	104	113	98	104
35	108	104	91	86
36	118	107	96	103
37	106	115	98	117
38	123	101	101	120
39	105	104	111	106
40	109	115	122	120

(next part)
cpd	Structure	NCI-H23	NCI-H522	NCI/ADR-RES	NCI-H226	HCT-116
41	CCOC(=O)c1c(C)nc2ccccc2c1/C=C/c1ccccc1	51	55	25	74	59
42	CCCCOC(=O)c1ccccc1O	108	125	110	105	109
43	COC(=O)c1ccc(-c2ccc(/C=N/NC(=O)c3[nH]c4ccc(Br)cc4c3-c3ccccc3)s2)cc1O	91	92	99	103	91
44	CN1C(=O)N(C)C2C1NN=c1s/c(=C\c3cccc([N+](=O)[O-])c3)c(=O)n12 (stereo unspecified)	87	69	100	115	97
45	COc1c(N2CC3CCCN(C(C)=O)C3C2)c(F)cc2c(=O)c(C(=O)N[C@H]3C(O)[C@@H](O)C(CO)O[C@H]3O)cn(C3CC3)c12 (stereo partly specified)	105	95	110	108	108
46	Nc1cccc(Nc2nc(N)nc3c2CCc2occc2-3)c1	102	76	106	98	103
47	OCc1ccncc1	94	106	98	103	90
48	Cn1c(=O)c2c3c(oc2c2ccccc21)C(=O)c1ccccc1C3=O	78	51	77	73	72
49	NC(=O)C(=Cn1c(=S)[nH]c2ccccc21)C(N)=O	91	93	102	113	102
50	CCOC(=O)/C=C(/C)N(C)C	107	95	112	112	107

cpd	NCI-H460	HCT-15	NCI-H322M	COLO 205
41	87	64	96	84
42	113	104	112	115
43	106	80	106	113
44	101	61	90	100
45	108	98	106	110
46	106	109	99	104
47	106	102	91	110
48	79	85	96	75
49	107	100	107	101
50	107	nt	106	112

(next part)
cpd	Structure	NCI-H23	NCI-H522	NCI/ADR-RES	NCI-H226	HCT-116
51	CC(O)CN(CC(C)O)c1ccc2c(c1)Cc1cc([N+](=O)[O-])ccc1-2 (stereo unspecified)	93	80	93	101	90
52	O=c1c2ccccc2nc(N/N=C/c2ccc(O)cc2)n1-c1ccccc1	97	90	102	nt	99
53	Cc1ccc(Nc2nc(N)n(Cc3cccc(Br)c3)n2)cc1	80	83	79	83	75
54	CCCCNC(=S)S	97	94	100	99	94
55	CCOC(=O)c1nnn(-c2ccn(C)n2)c1N	104	93	108	110	92
56	Cc1ccc2c(c1)C(=O)N(NC(=O)c1ccc(S(N)(=O)=O)cc1)C2=O	105	97	111	106	105
57	CNC(=O)c1cc(Oc2ccc3nc(NC(=O)NCCCCN(C)C)sc3c2)ccn1	105	86	97	91	83
58	COC1CC(O)C2=C(CC3C(/C(C)=C\CC=C(C)C)CCC3(C)O2)C1=O (stereo unspecified)	98	90	103	101	99
59	COc1ccc(C2CC(=O)Nc3c2c(C)nn3-c2nc3ccccc3[nH]2)cc1OC (stereo unspecified)	49	98	78	59	17
60	COc1cc2nc(Cl)nc(Nc3cccc(C4=Nc5c(N)nc(N)nc5NC(c5ccc(F)cc5)C4)c3)c2cc1OC (stereo unspecified)	76	50	80	76	-42*

cpd	NCI-H460	HCT-15	NCI-H322M	COLO 205
51	104	84	66	104
52	105	95	101	115
53	94	79	83	115
54	100	97	109	93
55	106	102	107	112
56	109	105	109	114
57	105	107	103	108
58	104	110	101	119
59	64	86	76	106
60	22	0.2*	84	71

The listing continues.
cpd	Structure	NCI-H23	NCI-H522	NCI/ADR-RES	NCI-H226	HCT-116
61	Cc1cccc2c1C[C@@]1(C2=O)C(c2ccc(F)cc2)=NOS1=O (stereo partly specified)	87	89	94	78	84
62	C=C(C)[C@@H]1CC[C@]2(C(=O)N[C@@H](Cc3ccccc3)C(=O)O)CC[C@]3(C)[C@H](CC[C@@H]4[C@@]5(C)Cc6c([nH]c7ccccc67)C(C)(C)[C@@H]5CC[C@]43C)[C@@H]12	44	38	56	69	16
63	Nc1ccc(S(=O)(=O)NC(=O)c2ccccc2)cc1	110&111	102&117	109&109	100&103	113&109
64	O=C(O)c1ccc(CSc2nc3ccccc3[nH]2)cc1	111	92	106	104	111
65	COc1ccc(-c2nnc(-c3c(-c4ccc(OC)cc4)nc4ncccn34)o2)cc1	96	96	99	107	110
66	CC[N+](C)(CC)CCC[N+]12CCC(CC1)CC2	103	111	107	104	95
67	Cc1[nH]n(-c2ccccc2)c(=O)c1N=Nc1cccc2c1C(=O)c1ccccc1C2=O	89	88	93	99	92
68	O=C1Nc2ccccc2/C1=C/c1c(-c2ccccc2)nc2ncccn12	106	92	101	95	97

cpd	NCI-H460	HCT-15	NCI-H322M	COLO 205
61	103	100	90	104
62	25	46	36	63
63	105&109	103&106	111&102	116&106
64	103	103	92	113
65	105	105	104	nt
66	108	100	95	96
67	103	103	114	115
68	106	90	86	119
